OXTR potentiate = human OXTR potentiators, primary screen, fluorescence, CHO-OTR cells, Fluo-8 calcium; 320,000 tested, 0.061% active; AID 2445, 2010; activation, % at 3 µM; Fluo-8 calcium fluorescence, potentiator mode; 0% = oxytocin EC15, 100% = EC100;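 active means activation above that plate's cutoff, the mean activation of tested compounds plus 3 SD, cut at about 6.6% in these data, passing the limit was not always enough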;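 further: 100% uses oxytocin at 75 nM as the full agonist control; some results filed as inactive read as strong as hits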
Target sequence (P30559 whole entry, looked up): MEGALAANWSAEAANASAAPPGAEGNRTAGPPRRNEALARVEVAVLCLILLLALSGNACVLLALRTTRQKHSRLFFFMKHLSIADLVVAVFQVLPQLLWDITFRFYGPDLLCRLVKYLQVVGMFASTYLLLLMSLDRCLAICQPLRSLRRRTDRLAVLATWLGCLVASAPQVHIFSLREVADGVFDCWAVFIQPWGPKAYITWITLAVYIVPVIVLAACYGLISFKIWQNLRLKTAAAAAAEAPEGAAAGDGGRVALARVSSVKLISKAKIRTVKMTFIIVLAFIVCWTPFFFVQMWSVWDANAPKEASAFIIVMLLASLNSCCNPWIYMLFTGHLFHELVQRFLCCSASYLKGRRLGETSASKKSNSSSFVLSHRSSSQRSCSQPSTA
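assay system = CHO-OTR cells, human receptor | schedule = compound 6 min at room temperature before oxytocin, 100 s read | detection = Fluo-8 intracellular calcium fluorescence, ex 470-495, em 515-575 nm | evaluation = normalized max/min fluorescence ratio, % activation | control set = EC15 oxytocin alone as 0%, 75 nM oxytocin (EC100) as 100%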
TAAR1 agonist = human TAAR1 agonists, primary screen, Fluo-8 calcium fluorescence, CHO RD-HGA16 cells; Trace amine-associated receptor 1 (Homo sapiens), Q96RJ0; vehicle wells 0%, saturating PEA agonist 100%; activation, % at 3 µM; 360,000 tested, 0.99% active; AID 624467, 2012;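 active means activation above the mean activation of all test compounds in the run plus 3 SD, cut at about 38% in these data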
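test system = CHO RD-HGA16 cells carrying human TAAR1 plus Gα16 | schedule = 17-24 h seeding, 75 min 37 °C dye, 30 min RT | compound dosing = 3 µM single concentration | control set = DMSO and PEA EC100 | replicates = n 1 | signal = Fluo-8 fluorescence, 5 s baseline then 140 s kinetic read | measure = percent activation vs PEA EC100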
CHRM1 antagonist = human M1 muscarinic receptor antagonists, primary screen, CHO-K1 cells, Fluo-8 calcium fluorescence, 1536-well. AID 588852, 2011. Muscarinic acetylcholine receptor M1 (Homo sapiens), P11229. inhibition, % at 3 µM. 360,000 tested, 1.3% active. CHO-K1 hM1, ACh EC80 antagonist;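 active means percent inhibition above its own plate's cutoff, namely the mean of that plate's compound wells plus 3 SD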;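 further: peak over basal fluorescence ratio during 140 s after agonist addition; 0% = ACh EC80 plus DMSO and 100% = DMSO alone without agonist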
Target sequence (P11229 whole entry, looked up): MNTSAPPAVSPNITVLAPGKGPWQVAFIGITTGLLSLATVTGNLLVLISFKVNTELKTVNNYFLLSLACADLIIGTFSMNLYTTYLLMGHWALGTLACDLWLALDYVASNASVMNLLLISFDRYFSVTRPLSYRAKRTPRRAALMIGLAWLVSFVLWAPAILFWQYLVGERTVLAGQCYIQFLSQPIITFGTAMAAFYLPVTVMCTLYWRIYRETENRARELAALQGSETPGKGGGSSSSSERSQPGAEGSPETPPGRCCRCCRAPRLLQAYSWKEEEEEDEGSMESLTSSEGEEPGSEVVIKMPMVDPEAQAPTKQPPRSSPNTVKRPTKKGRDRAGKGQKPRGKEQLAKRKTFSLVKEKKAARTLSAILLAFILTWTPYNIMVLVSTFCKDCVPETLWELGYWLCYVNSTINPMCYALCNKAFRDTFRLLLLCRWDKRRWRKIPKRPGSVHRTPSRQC
M1 PAM parental = nonselective calcium activators in parental CHO-K1 cells, primary screen, counter-screen for M1 PAM project, cell-based, Fluo-8 calcium fluorescence, full deck, 1536-well; activation, % at 3 µM; 360,000 tested, 0.02% active; ATP EC20; 0% at ATP EC20, 100% at ATP max; AID 602247, 2012;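 active means activation above the run cutoff, the mean activation of all test compounds plus 3 SD, cut at about 40% in these data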;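 further: peak over basal fluorescence ratio in a 140 s read after ATP addition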
CHO-K1 Ca antag = nonselective inhibitor or artifact in parental CHO-K1 cells; inhibition, % at 3 µM; 360,000 tested, 0.6% active; ATP-induced calcium, Fluo-8 fluorescence; AID 602250;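 active means inhibition above a per-plate cutoff, the plate's mean sample inhibition plus 3 SD, cut at about 24% in these data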;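 further: 0% = DMSO plus EC80 ATP and 100% = DMSO alone without ATP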
TAAR1 antag = human TAAR1 antagonists, primary screen, Fluo-8 calcium fluorescence, CHO RD-HGA16 cells; Trace amine-associated receptor 1 (Homo sapiens), Q96RJ0; antagonist; inhibition, % at 3 µM; 360,000 tested, 1.5% active; AID 624466, 2012;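 active means inhibition above a per-plate cutoff, the mean inhibition of test compounds on that plate plus 3 SD, cut at about 49% in these data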;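 further: 0% = DMSO plus EC80 beta-PEA response and 100% = DMSO alone without agonist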
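System: CHO RD-HGA16 cells bearing hTAAR1. Reagent: EC80 β-phenethylamine stimulus. Schedule: seeding 17-24 h prior, 75-min 37 °C, 30-min RT dye loading. Signal: Fluo-8 intracellular calcium dye fluorescence, real-time kinetic reads. Read-out: % inhibition from peak post-agonist over basal fluorescence ratio. Benchmarks: vehicle wells and EC80 agonist wells. Replicates: n of 1.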
M1 ag = human M1 muscarinic receptor agonists, primary screen, Fluo-8 calcium fluorescence, CHO-K1 cells, HTS; AID 588814, 2011; 360,000 tested, 0.33% active; CHO-K1 hM1, agonist mode; 0% DMSO, 100% acetylcholine EC100; activation, % at 3 µM; Muscarinic acetylcholine receptor M1 (Homo sapiens), P11229;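 active means activation above the run's mean compound activation plus 3 SD, cut at about 16% in these data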;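 further: peak over basal fluorescence ratio within a 140 s kinetic read after compound addition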
CHO-K1 Ca ag = counter-screen for M1 agonists: effect in parental CHO-K1 cells. Fluo-8 calcium fluorescence; scaled to maximal ATP response, vehicle zero. activation, % at 3 µM. 360,000 tested, 0.48% active; in the data active means activation above about 15%;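 further: untransfected CHO-K1 host cells lacking M1 receptor as counterscreen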
CHO parental Ca = ATP-evoked calcium signal inhibitors, parental CHO, primary screen, counter-screen for OX1R antagonist project, cell-based, fluorescence, Fluo-8 calcium dye | 330,000 tested, 0.63% active | inhibition, % at 5.6 µM | parental CHO-K1, ATP-induced calcium, Fluo-8 fluorescence;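 active means inhibition above that plate's mean sample inhibition plus 3 SD, cut at about 26% in these data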;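 further: 0% = ATP-challenged DMSO wells and 100% = DMSO wells without ATP; some compounds past the cut are filed as inactive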
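material = parental CHO cells | also added = ATP as calcium-mobilizing challenge | dosing = single point at 5.6 µM | detection = intracellular calcium via Fluo-8 no-wash fluorescent dye | read-out = % inhibition | benchmarks = low control ATP plus DMSO, high control DMSO only | repeats = one well per compound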
* hit, by the source's call; . = not tested or not shown. This is a random part of the collection (roughly 4.2% active in at least one column).

SMILES	OXTR potentiate	TAAR1 agonist	CHRM1 antagonist	M1 PAM parental	CHO-K1 Ca antag	TAAR1 antag	M1 ag	CHO-K1 Ca ag	CHO parental Ca
O=C1CCCCN1CC(=O)N1CCCC(Nc2ccc(F)c(F)c2)C1 (stereo not drawn)	2	2	0	20	-8	-29	-1	0.4	-13
Cc1cc(C)n(-c2nc3ccccc3nc2N2CCN(C(=O)c3ccc(Cl)cc3)CC2)n1	2	2	-6	-8	-14	2	-11	1.1	-18
CN(C)c1ccnc(Nc2ccc(O)cc2)c1C#N	-6	3	-6	4	2	4	-13	-0.5	-10
O=C1N/C(=N\N=C\c2cccs2)SC1Cc1cccc(Cl)c1 (stereo not drawn)	-5	0	-11	16	-7	18	-7	0.0	-10
CCOc1c(Cl)cc(/C=C/C(=O)N(CC)CC(=O)Nc2ccc(NC(C)=O)cc2)cc1OC	5	2	5	-8	10	19	-2	0.0	-19
CC(C)NC(=O)C1CCN(C(=O)N(C)C)CC1	4	0	-17	7	-18	-2	0	0.2	3
CC(Oc1ccc(Br)cc1Br)C(=O)Nc1cccnc1Cl (stereo not drawn)	.	-2	-6	8	-4	-22	-1	0.2	.
Cc1ccc(CNC(=O)CSc2nc3n[nH]c(C)c3c(=N)n2-c2cccc(C)c2)cc1	-7	5	-10	15	-14	12	-6	0.8	-24
C[C@@H]1CC=C[C@H]2[C@H]1C(=O)N(Cc1ccccc1)[C@H]2c1ccc2ccccc2c1Br	.	1	4	23	-23	-4	-1	1.2	.
CC(=O)Nc1ccc(C(F)(F)F)cc1Cl	3	6	-11	14	-14	-36	-4	0.2	-20
CC1(C(=O)NS(=O)(=O)c2cccc(F)c2)CCN1C(=O)Cc1ccccc1Cl (stereo not drawn)	.	1	-8	14	-2	-22	-3	0.6	.
O=C(COC(=O)c1n[nH]c2ccccc12)Nc1ccccc1	-7	4	-10	9	-3	7	0	1.3	-15
CCOc1cc(CNCCSc2nnnn2C)cc(Br)c1OCc1ccc(F)cc1	-18	6	16	-11	8	21	-2	6.6	-25
COc1ccc2ccccc2c1/C=N\NC(=O)c1cccnc1	-14	1	-1	-1	2	-16	-3	-0.2	-17
CC(C)(C)C(=O)NC1CCN(S(=O)(=O)c2ccc(C(F)(F)F)cc2)CC1	2	5	-5	28	-7	4	-4	0.5	0
CCOc1ccc(Br)cc1/C=N/O	-4	-2	0	15	-29	-6	-5	-0.2	2
O=C(O)/C=C/c1ccc(S(=O)(=O)N(CCO)CCO)cc1	2	18	-12	21	-5	-13	-6	0.2	12
O=C(N/N=C/c1sc(=O)[nH]c1-[n+]1ccccc1)c1ccccc1[O-]	1	5	-3	11	-5	-26	-3	1.1	-2
CCOc1cc(NC(=S)NCCCN2CCOCC2)c(OCC)cc1NC(=O)c1ccc(OC)cc1	-8	1	19	12	-10	-30	-3	-0.2	-39
Cc1noc(C)c1COC(=O)c1cccc(S(=O)(=O)N2CCCCCC2)c1	-8	8	-1	-4	11	15	3	6.8	49*
CCNC(=S)NNC(=O)c1cccnc1	-8	12	3	-5	-7	-6	0	0.1	-17
NS(=O)(=O)c1ccc(CCNC(=O)COC(=O)CCc2c[nH]c3ccccc23)cc1	-6	17	-11	-12	-13	-6	2	0.7	-9
Cc1sc(N)nc1C12CC3CC(CC(C3)C1)C2	-21	8	-4	-12	-3	-17	-5	0.2	3
CCCN1Cc2cccc(C(=O)N3CCN(c4ccccc4)CC3)c2C1=O	-5	13	-3	-3	4	-20	-4	-0.1	-16

Entries from the list above that contain a CF3 group (two):
SMILES	OXTR potentiate	TAAR1 agonist	CHRM1 antagonist	M1 PAM parental	CHO-K1 Ca antag	TAAR1 antag	M1 ag	CHO-K1 Ca ag	CHO parental Ca
CC(=O)Nc1ccc(C(F)(F)F)cc1Cl	3	6	-11	14	-14	-36	-4	0.2	-20
CC(C)(C)C(=O)NC1CCN(S(=O)(=O)c2ccc(C(F)(F)F)cc2)CC1	2	5	-5	28	-7	4	-4	0.5	0

(more compounds)
SMILES	OXTR potentiate	TAAR1 agonist	CHRM1 antagonist	M1 PAM parental	CHO-K1 Ca antag	TAAR1 antag	M1 ag	CHO-K1 Ca ag	CHO parental Ca
Nc1ccc(C2(c3ccc(N)cc3)c3ccccc3C(=O)c3ccccc32)cc1	-2	0	-12	11	-1	-10	1	1.0	-3
NC(=O)C1CCN(C(=O)c2cc(S(=O)(=O)N3CCOCC3)ccc2Cl)CC1	0	2	11	-13	-6	-24	-3	-0.5	2
Cc1csc2ncnc(N3CCN(C(=O)Nc4ccc(OC(F)(F)F)cc4)CC3)c12	-14	-2	12	2	4	-9	-2	13	-11
Cn1cc([N+](=O)[O-])c(C(=O)Nc2cc(Oc3ccccc3)cc([N+](=O)[O-])c2)n1	-7	7	-1	-6	5	-5	-13	0.0	-2
O=C(COC(=O)Cc1cccs1)Nc1ccccc1	-12	8	-14	20	-9	7	-2	0.5	6
OC(COC1CCCCC1)CN1CCN(c2ccccc2)CC1 (stereo not drawn)	-1	2	-7	24	-11	-17	-3	1.0	-10
O=C(CCc1ccccc1)NCC1(c2ccccc2)CCCC1	-12	-2	-12	-3	7	-25	-4	-1.1	-19
CCc1ccc2c(c1)NC(=O)C2(C)Cc1ccccc1OC (stereo not drawn)	.	-2	-12	21	-5	-5	-3	0.7	.
COc1ccccc1NC(=O)C(=O)NNS(=O)(=O)c1ccc2ccccc2c1	-5	-1	-9	13	-7	-28	-1	1.6	-9
CCOC(=O)N1CCN(C(=O)c2ccc3c(c2)sc2nc(-c4ccccc4)cn23)CC1	-11	3	5	16	0	5	-3	2.9	-16
Cn1nc(-c2ccccc2)c2nc3ccccc3nc21	3	6	-2	4	-1	6	-2	1.1	-2
NS(=O)(=O)c1cnccc1Nc1ccc(Cl)c(Cl)c1	-2	2	15	-9	15	-4	-6	0.4	-9
NC(=O)c1ncn([C@@H]2O[C@H](CNS(=O)(=O)c3cc(S(=O)(=O)c4ccccc4)cs3)[C@@H](O)[C@H]2O)n1	.	1	-5	13	-12	-10	-1	0.6	.
COc1ccc(C2N(C(=O)N(C)C)CCN2S(=O)(=O)c2ccc(OC)cc2)cc1 (stereo not drawn)	-13	2	1	-12	-4	-19	-6	0.0	-13
COc1ccc(CC(=O)N2CCN=C2SC)cc1OC	-8	1	6	-9	-11	-2	-3	0.2	-11
CCOc1ccc(Br)cc1S(=O)(=O)N1CCSC1	.	-1	-7	-7	2	-16	-7	0.0	.
CC(=O)NC[C@H]1O[C@@H](n2ccc(N)nc2=O)[C@H](O)[C@@H]1O	.	1	-17	18	-18	-10	-3	0.6	.
COc1ccc(NC(=O)C(NC(C)=O)C(=O)NCc2ccccc2Cl)cc1 (stereo not drawn)	-3	15	0	-11	2	-5	-3	0.1	-15
CCOC(=O)C1CCN(C(=S)NC2CC3C=CC2C3)CC1 (stereo not drawn)	-10	4	-4	8	-5	-2	2	1.5	-4
CC1(C)C(=O)Nc2ccccc2N1C(=O)COC(=O)Cc1ccccc1F	-7	1	-5	-5	-1	-8	-1	0.4	-11
O=[N+]([O-])c1cc(-c2nc3nc4ccccc4nc3n2CCc2ccccc2)cc([N+](=O)[O-])c1	-1	-1	-6	1	-1	-12	-2	-0.2	3
COc1cc(Cn2c(-c3nonc3N)nc3ccccc32)ccc1C	-2	2	-10	18	-12	4	-6	0.2	-6
O=C(COC(=O)/C=C/c1ccc([N+](=O)[O-])cc1)NCC1CCCO1 (stereo not drawn)	3	1	16	-20	9	4	-1	1.6	-5
COc1cccc(N2C(=NC(=O)c3ccccc3)SC3CS(=O)(=O)CC32)c1 (stereo not drawn)	-6	13	-1	21	-22	-16	-2	2.0	1
CNC(=O)CSc1nnc(-c2cccs2)o1	-14	3	-9	13	-15	-12	-1	0.3	2
Cc1cnc(C)c(N2CCC(C(=O)NC(C)c3cccs3)CC2)n1 (stereo not drawn)	-4	6	-9	17	-9	9	-3	0.5	-11
COc1cc(NC(=O)COc2ccccc2[N+](=O)[O-])ccc1NC(=O)c1ccco1	-10	9	6	7	-11	-2	-3	1.3	-27
CCCCN(C)/C=N/c1c(C#N)cnn1-c1ccc(C)cc1	-4	5	0	24	-7	2	-6	3.3	-11
COc1ccc(NC(=O)C2CC(=O)N(c3cc(C)ccc3C)C2)cc1 (stereo not drawn)	-17	2	-12	18	-13	-22	-4	0.5	1
CCOc1ccc2nc(NC(=O)CN3CCC(n4nnc5cc(F)ccc54)CC3)sc2c1	-5	14	2	19	-15	68*	-3	1.9	11
CCN(C[C@H]1N[C@@](C)(C(=O)OC)[C@H]2C(=O)N(Cc3ccccc3)C(=O)[C@@H]12)C(=O)C1CCCCC1	-2	2	-3	-12	14	4	5	0.9	-17
COC(=O)C(C)Sc1nc2c(c(=O)[nH]c(=O)n2C)n1CCC(C)C (stereo not drawn)	-19	2	-1	7	-2	-15	-2	0.3	-14
Cc1ccc(S(=O)(=O)N=Nc2c(O)[nH]c3ccccc23)cc1	-14	4	-6	14	4	-3	-2	0.1	0
O=C(Nc1ccc(F)cc1)Nc1nnc(-c2ccco2)s1	-15	14	14	17	-9	4	-2	3.9	-8
O=C(CCc1ccccc1)NNC(=S)NCc1ccc(Cl)cc1	-5	1	-13	14	-1	-11	0	2.4	-10
CC(Oc1ccccc1)C(=O)Nc1nnc(C2CCCCC2)s1 (stereo not drawn)	-5	24	-8	20	-13	9	3	3.5	-21
O=C(CCCCCCCCN1C(=O)c2ccccc2C1=O)N1CCOCC1	-13	1	-13	4	-3	-17	-2	4.0	-13
CCn1cc(C(=O)N2CC=C(c3ccccc3)CC2)c(=O)c2ccc(C)nc21	-2	.	-4	13	-11	.	-8	-0.5	-17
CCN(Cc1ccccc1)S(=O)(=O)c1ccc(C(=O)Nc2nnc(-c3ccccc3OC)o2)cc1	-5	43*	5	0	5	23	-3	-0.4	-29
Oc1ccccc1-c1nnc(-c2ccc(C(F)(F)F)cc2)o1	-8	0	-15	-2	1	-13	-3	0.0	-19
